SIRT5 block – SIRT5 desuccinylase inhibitors, primary screen, biochemical, fluorescence imaging, single point, set 5. Purified SirT5, succinyl-peptide AMC, trypsin-coupled fluorescence. NAD-dependent protein deacylase sirtuin-5, mitochondrial (Homo sapiens), Q9NXA8. actives 1.1% (n = 330,000). inhibition, % at 15 µM. AID 652115, 2013; in the data active = inhibition above about 15%; inconclusive = no clear call, values can overlap the other calls
Target sequence (Q9NXA8 whole entry, looked up): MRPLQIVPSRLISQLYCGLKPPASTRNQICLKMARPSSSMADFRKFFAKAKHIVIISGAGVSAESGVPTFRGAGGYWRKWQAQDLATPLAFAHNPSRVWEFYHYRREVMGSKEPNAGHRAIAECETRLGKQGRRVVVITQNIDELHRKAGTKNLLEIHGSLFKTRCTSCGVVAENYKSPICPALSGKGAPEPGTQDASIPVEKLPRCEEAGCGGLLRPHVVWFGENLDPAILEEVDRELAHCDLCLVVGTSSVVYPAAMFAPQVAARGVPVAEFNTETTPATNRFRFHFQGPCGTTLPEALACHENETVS
DENV2 CPE – inhibitors of DENV2 cytopathic effect, primary screen, cell-based, plate reader, single concentration; CPE inhibition, % at 9.99 µM; actives 1.7% (n = 350,000); DENV2-infected cells, cytopathic effect rescue; in the data active = CPE inhibition above about 20%, passing the limit was not always enough; inconclusive = no clear call, values can overlap the other calls; tested in BHK-21 cells;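 also: 0% = median of neutral control wells and 100% = median of positive control wells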
LGR2 antag – inhibitors of bursicon-induced LGR2 CRE-luciferase signal, primary screen, cell-based, HEK293, CRE-luciferase reporter, bursicon stimulation; bursicon-stimulated, 4 h; inhibition, % at 9.99 µM; actives 0.35% (n = 380,000); AID 720647, 2013;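 active = drop in luminescence signal, shown as inhibition above about 50% in the replicate tests, limit read from the data, passing the limit was not always enough; inconclusive = probably only some replicates passing the limit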;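 also: agonist challenge used bursicon conditioned medium at about half maximal strength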
EWS-Fli block – EWS/Fli-driven NR0B1 reporter inhibitors, primary screen, A673 cells, NR0B1 luciferase, luminescence, MLPCN library | inhibition, % at 12.6 µM | AID 651661, 2012 | viability-normalised | actives 0.67% (n = 350,000);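 active = mean inhibition of at least 50% after viability correction, with every replicate also passing that limit; inconclusive = mean reaches 50% but only one of two replicates passes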;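 also: firefly luciferase signal divided by Alamar Blue viability fluorescence both relative to DMSO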
ARNT TACC3 PPI – disruptors of ARNT/TACC3 protein interaction, primary screen, biochemical, AlphaScreen, single concentration; inhibition, % at 9.99 µM; Transforming acidic coiled-coil-containing protein 3 (Homo sapiens), Q9Y6A5; AlphaScreen His-ARNT PAS-B/GST-TACC3 binding, luminescence; TACC3 fragment carries E629A point mutation; actives 0.66% (n = 390,000);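 active = mean inhibition of replicates at least 50% and at least half of replicates each reaching 50%; inconclusive = half or more replicates reach 50% but mean below 50%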;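 also: 0% = complete ARNT plus TACC3 wells and 100% = ARNT alone without TACC3; many hits fall short of the cut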
Casp6 inh – human caspase-6 inhibitors, primary screen, biochemical, VEID-R110 fluorescence, single point, set 2. P55212. purified caspase-6, Z-VEID-R110 cleavage fluorescence. inhibition, % at 12.5 µM. actives 0.53% (n = 350,000);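 active = mean inhibition across replicates at least about 35%, with every replicate also reaching that limit, limit read from the data; inconclusive = only one of the two criteria met; inactive = neither criterion met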;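 also: 0% = median of neutral control wells and 100% = no fluorescence left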
Target sequence (P55212 24-179 limits assumed): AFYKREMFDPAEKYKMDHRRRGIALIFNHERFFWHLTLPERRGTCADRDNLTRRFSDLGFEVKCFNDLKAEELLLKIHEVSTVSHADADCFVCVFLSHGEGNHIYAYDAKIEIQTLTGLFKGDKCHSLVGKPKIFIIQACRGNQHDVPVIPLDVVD
Target sequence (P55212 194-293 limits assumed): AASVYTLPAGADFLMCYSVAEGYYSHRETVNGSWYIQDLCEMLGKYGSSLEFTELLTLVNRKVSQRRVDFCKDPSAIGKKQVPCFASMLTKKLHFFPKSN
PAX8 reporter – inhibitors of PAX8-driven TPO luciferase reporter, primary screen, RMG-I cells, single concentration | SteadyGlo, 24 h | inhibition, % at 12.6 µM | actives 1.2% (n = 360,000);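 active = mean replicate inhibition at least 60% with every replicate also reaching 60%; inconclusive = only one of the two criteria is met; inactive = mean below 60% and not all replicates reaching 60%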;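 also: luciferase light reporting Pax8 driven TPO promoter activity; plate controls were median of neutral control wells for no effect and mitoxantrone controls for full effect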
* hit, by the source's call; u = inconclusive; x = not tested or not shown.

SMILES	SIRT5 block	DENV2 CPE	LGR2 antag	EWS-Fli block	ARNT TACC3 PPI	Casp6 inh	PAX8 reporter
CC(C)C#Cc1cnc2c(c1)C(=O)N([C@H](C)CO)C[C@H](C)[C@@H](CN(C)Cc1ccccn1)O2	-7.4	-3.3	0.0	-17.8	3.0	0.1	1.9
Nc1ccc(C(=O)N/N=C/c2sc(N3CCOCC3)nc2-c2ccccc2)cc1	x	-3.1	-22.4	x	-2.8	-3.4	6.9
Cc1cc(C)nc(N/N=C/c2ccccc2OCc2ccc(Cl)cc2)n1	x	x	-7.8	x	-20.2	x	-49.4
Cc1nn(CC(=O)OCCOc2ccc(Br)cc2)c(C)c1[N+](=O)[O-]	-3.6	u	4.3	-5.3	-3.4	-0.8	10.6
Clc1ncnc2scc(-c3ccc(Br)cc3)c12	x	x	12.1	x	1.7	x	-15.6
Cc1cccc(C(O)c2ncc(-c3ccc4ccccc4c3)[nH]2)c1C (stereo not given)	0.9	-10.5	-7.9	-33.7	x	-1.9	-29.7
O=C(Nc1ccc(F)cc1)C(NC1CCCCC1)c1ccccc1 (stereo not given)	-2.5	-7.5	3.7	12.6	-2.4	-5.3	17.3
S=c1[nH]nc(-c2cccs2)n1C1CCCCC1	-0.7	-3.8	x	1.8	x	0.5	2.1
CCN(CC)C(=O)C1CCCN(Cc2ccc3ccccc3c2)C1 (stereo not given)	46.5*	-0.4	-3.2	8.1	2.0	7.0	6.4
CC1CCCC(NC(=O)C2CCN(C(=O)Nc3ccccc3)CC2)C1C (stereo not given)	-1.8	-5.1	5.4	-4.1	7.3	2.9	-14.2
COc1ccc(S(=O)(=O)N(C)C[C@H]2OCCCC[C@H](C)Oc3ccc(NC(=O)Nc4ccccc4)cc3C(=O)N([C@H](C)CO)C[C@@H]2C)cc1	x	8.3	17.6	13.8	-11.2	x	-5.7
Cc1ccc(C)c(-n2c(SCC(=O)N3CCC(C(=O)O)CC3)nnc2-c2cccc(Cl)c2)c1	-3.5	-3.7	x	1.1	0.4	2.3	-18.7
CCOc1ccc(CCNC(=O)c2c(C)nn(-c3ccccc3)c2Cl)cc1OCC	3.3	-0.1	-8.7	6.8	-2.5	-1.4	5.5
CC(C)Cc1c(O)nc(SCC(=O)N2CCCCCC2)[nH]c1=O	-2.3	-2.0	-3.7	1.5	-3.4	-0.1	-11.6
CCc1ccc(/C=N/NC(=O)c2cc(C)on2)s1	-2.5	-17.6	-25.1	-44.8	14.8	1.0	-3.3
Cc1noc(C)c1NC(=O)N(C)C[C@@H]1Oc2ccc(NS(C)(=O)=O)cc2CC(=O)N([C@H](C)CO)C[C@@H]1C	x	-2.2	19.6	-3.6	-4.3	x	-12.9
COc1ccc(-c2noc(CN(C(=O)c3ccc4c(c3)OCO4)C(C)C)n2)cc1OC	5.8	u	-10.3	5.5	-4.1	9.5	-2.5
COc1ccc(NC(=O)CCCCCn2nnc3ccccc3c2=O)cc1	-2.0	-1.8	-2.0	-6.4	0.7	-0.7	-104.2
CCOC(=O)CC(N)c1cccc([N+](=O)[O-])c1 (stereo not given)	-0.3	7.2	8.2	0.9	1.5	0.7	-13.1
COc1cccc(C(=O)N/N=C/c2ccc(OC)c(COc3ccccc3C(N)=O)c2)c1	-1.0	12.4	-1.8	x	1.5	0.1	2.8
C[C@H]1CN([C@@H](C)CO)C(=O)c2ccccc2-c2ccccc2CO[C@H]1CN(C)Cc1ccc(Oc2ccccc2)cc1	3.1	-13.1	7.4	8.2	x	1.0	36.6
CC(C)(C)[C@H]1COC(=O)CCCC/C=C\C[C@H](CC(=O)NCCO)C(=O)N1	-1.4	x	x	-2.8	1.1	1.0	2.9
O=C(Cn1cnc2ccccc2c1=O)NCC(=O)N1CCOCC1	1.3	-9.0	-29.2	12.8	-2.7	2.4	-10.4
O=C1CN(S(=O)(=O)c2ccccc2)C[C@@H]2[C@@H](c3ccc(C#Cc4ccccc4)cc3)[C@H](CO)N12	7.3	-3.7	10.3	x	x	-1.3	x
COc1ccccc1N1CCN(C(=O)c2sc3nc4n(c(=O)c3c2C)CCC4)CC1	-4.4	0.7	-4.9	x	-4.2	2.6	20.3

Some of the entries so far, field by field.
> O=C(Cn1cnc2ccccc2c1=O)NCC(=O)N1CCOCC1
- SIRT5 block = 1.3
- DENV2 CPE = -9.0
- LGR2 antag = -29.2
- EWS-Fli block = 12.8
- ARNT TACC3 PPI = -2.7
- Casp6 inh = 2.4
- PAX8 reporter = -10.4

> O=C1CN(S(=O)(=O)c2ccccc2)C[C@@H]2[C@@H](c3ccc(C#Cc4ccccc4)cc3)[C@H](CO)N12
- SIRT5 block = 7.3
- DENV2 CPE = -3.7
- LGR2 antag = 10.3
- EWS-Fli block = x
- ARNT TACC3 PPI = x
- Casp6 inh = -1.3
- PAX8 reporter = x

Record cards, from the list above. Screens in order: SIRT5 block, DENV2 CPE, LGR2 antag, EWS-Fli block, ARNT TACC3 PPI, Casp6 inh, PAX8 reporter
`COc1cccc(C(=O)N/N=C/c2ccc(OC)c(COc3ccccc3C(N)=O)c2)c1` is listed with -1.0, 12.4, -1.8, x, 1.5, 0.1, 2.8
`Clc1ncnc2scc(-c3ccc(Br)cc3)c12` is listed with x, x, 12.1, x, 1.7, x, -15.6

Further results
SMILES	SIRT5 block	DENV2 CPE	LGR2 antag	EWS-Fli block	ARNT TACC3 PPI	Casp6 inh	PAX8 reporter
COc1ccc(S(=O)(=O)Nc2ccc3c(c2)[C@@H]2C[C@@H](CC(=O)N(C)C)O[C@@H](CO)[C@@H]2O3)cc1	-1.8	2.8	-10.7	-12.2	-0.3	-0.4	-0.1
CN(C)C(=O)c1cccc(-c2ccc3c(c2)[C@@H]2[C@@H](CCN2C(=O)C2CCCC2)[C@H](CO)N3)c1	2.4	-1.1	-2.5	0.3	x	-0.1	x
Cc1ccc(S(=O)(=O)NNC(=O)Nc2ccc(Cl)cc2)cc1	x	x	-25.4	x	-2.0	x	9.5
COc1ccccc1N1CCN(CC(=O)NC(=O)NCc2ccccc2)CC1	x	0.2	-4.5	1.6	x	0.5	-11.8
COc1ccc(NC(=O)N(C)C[C@@H]2Oc3ccc(NS(C)(=O)=O)cc3C(=O)N([C@H](C)CO)C[C@H]2C)cc1	-3.6	3.3	6.6	-15.8	-3.4	1.1	x
CNC[C@H]1Oc2c(NC(=O)Nc3ccccc3)cccc2C(=O)N([C@H](C)CO)C[C@@H]1C	-2.2	3.4	-7.7	-2.5	-8.8	3.3	72.7*
O=C(NCCC1=CCCCC1)C1CCN(S(=O)(=O)c2cccs2)CC1	-2.6	-0.4	x	-4.1	4.1	1.1	x
O=C(NCc1ccc(F)cc1)c1nc(-c2cccs2)no1	-4.4	x	4.3	-15.8	x	3.8	11.7
Nc1cccc(C(=O)Nc2ccc(N)cc2Cl)c1	-0.4	u	-8.4	-7.6	-1.0	0.1	x
COc1ccc(OC)c(S(=O)(=O)NCCOC23CC4CC(CC(C4)C2)C3)c1	-0.5	4.9	8.4	4.7	x	3.1	39.1
Brc1ccc(CNc2cc3c(cc2Br)OCCO3)cc1	-1.6	-3.0	10.5	-15.4	4.6	0.1	-9.2
O=C(N/N=C/c1cc([N+](=O)[O-])cc(Br)c1O)C12CC3CCC(CC(C3)C1)C2	-2.6	2.3	20.3	10.8	-3.1	3.7	-58.6
CCOc1ccc(C(C)=O)cc1CSc1nnc(N)s1	x	-3.7	-7.5	1.5	-5.8	-0.7	8.9
O=C(NCc1ccccc1)C(c1ccc(O)cc1)N(C(=O)c1cnccn1)c1ccccc1 (stereo not given)	-4.7	-0.4	10.7	-8.6	-4.0	0.5	9.2
CN(CC(=O)Nc1c(F)cccc1F)Cc1cccs1	-4.0	-3.5	-9.9	-3.8	1.8	0.6	4.6
O=C(Cc1ccc(NC(=O)C2CCCN(C(=O)CCc3ccccc3)C2)cc1)Nc1cccc(C(=O)N2CCCC2)c1 (stereo not given)	-4.2	u	0.0	8.4	-2.4	x	11.7
O=C(O)c1ccc(S(=O)(=O)N2CCCC2)cc1	-1.7	-2.6	10.0	13.0	30.4	-0.9	9.2
C[C@H](CO)N1C[C@H](C)[C@H](CN(C)Cc2ccccc2)Oc2ncc(C#Cc3ccccc3)cc2C1=O	4.2	-1.4	2.0	14.5	0.7	0.4	x
COc1ccc(-c2c(C#N)c(SCC(N)=O)nc3c2CCCC3)cc1	-1.2	x	x	x	-4.7	-0.1	6.8
Cc1cc(NC2C3CC4CC(C3)CC2C4)n2ncnc2n1 (stereo not given)	-4.4	-3.3	13.3	1.7	12.2	2.2	x
CO[C@H](CN(C)C(=O)c1ccccc1F)[C@H](C)CN([C@@H](C)CO)S(=O)(=O)c1ccc(C)cc1	-2.7	-3.4	-10.8	-5.1	-14.9	-1.7	x
COc1ccccc1S(=O)(=O)N[C@@H]1CC[C@H](CCNC(=O)C2CCOCC2)O[C@H]1CO	0.2	u	-4.0	x	-1.8	-0.3	x
N#CCN1C(=O)C2CCCN2c2ccc(S(=O)(=O)N3CCOCC3)cc21 (stereo not given)	x	x	33.2	2.9	-21.7	5.8	-8.1
COc1ccc2c3c([nH]c2c1)[C@H](CO)N(C(=O)Nc1ccc(F)cc1)CC31CN(CC2CC2)C1	x	29.2*	-8.3	-5.4	x	x	x
COc1ccc(C(=O)Nc2ccc(S(=O)(=O)N3CCOCC3)cc2)cc1[N+](=O)[O-]	-1.2	5.9	-14.4	-1.6	-2.5	0.9	-12.2

Next part.
SMILES	SIRT5 block	DENV2 CPE	LGR2 antag	EWS-Fli block	ARNT TACC3 PPI	Casp6 inh	PAX8 reporter
CCC(C)[C@H](NS(=O)(=O)c1ccc(C)cc1)C(=O)N1CCC(C(=O)N[C@@H](Cc2ccccc2)C(=O)O)CC1 (stereo not given in full)	-0.4	2.2	-9.5	2.0	-0.8	0.2	-3.6
CC1CCCN(C(=O)COc2ccc(-c3ccccc3)cc2)C1 (stereo not given)	-3.0	x	-21.7	-39.2	x	3.2	-27.8
CCN1CCN(c2ccc(NC(=O)c3ccc4c(c3)[nH]c(=O)n4Cc3ccc(OC)cc3)cc2)CC1	x	x	-18.6	x	-17.2	x	-15.0
O=C(OCc1csc(-c2ccccc2)n1)c1ccc(O)cc1	-2.8	0.6	-113.5	-12.4	x	-2.1	-141.4
Cc1c(C=O)n(C)n(-c2ccccc2)c1=O	-4.5	1.4	7.3	-4.6	-7.5	-0.7	-2.0
CC(C)Oc1ccc(C(CC(=O)O)NC(=O)C(Sc2ccccc2)c2ccccc2)cc1 (stereo not given)	x	1.8	9.4	8.2	6.3	4.2	4.8
C/C(=N\NC(=O)CSc1nc2ccccc2s1)c1cccnc1	-1.7	0.6	-12.8	-9.2	-1.4	-1.1	6.1
CC1Cn2c(nnc2-c2cccc(N)c2)S1 (stereo not given)	x	15.1	0.2	-6.1	x	-0.3	-3.3
CN1CCC(NC(=O)c2cccs2)CC1	0.2	0.5	-24.4	7.2	-12.6	-3.4	-7.8
CC[C@@]12C(=O)N(c3cccc(Br)c3)C(=O)N1[C@H](c1cccc(C)c1)[C@@H]1C(=O)N(Cc3ccccc3)C(=O)[C@@H]12	x	x	-6.8	6.5	-2.7	x	-12.4
O=C(NCc1ccncc1)C(=O)C1C(=O)Nc2ccccc21 (stereo not given)	1.1	-0.1	-17.2	9.0	x	0.0	27.3
CCC(C(=O)OCC(=O)Nc1c(Cl)cccc1Cl)c1ccccc1 (stereo not given)	0.3	1.4	7.3	-16.7	-1.4	-1.8	3.8
CCOC(=O)NC(=O)COC(=O)CNC(=O)c1cccc(OC)c1	0.7	u	-2.0	9.0	-1.9	-0.6	-6.4
O=C(c1ccoc1)N1CCC2(CC1)Oc1ccc(Cl)cc1C(=O)C21CC(c2ccccc2)=NO1 (stereo not given)	-2.9	0.4	14.4	2.1	1.7	-1.4	19.9

Screens deposited in PubChem BioAssay by Broad Institute.
